HUVEC inhibit = inhibitors of HUVEC proliferation, primary screen, cell-based, 384-well; CellTiter-Glo luminescence, 72 h; hits give low values; viability, % at 10 µM (by protocol); hit rate 1.1% among 86,000; AID 648, 2007;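 active = viability at or below 30%; inactive = viability above 30%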;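 note: 100% = median luminescence of DMSO-only cell control wells on each plate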
CYP2C19 inh = blockers of cytochrome P450 2C19 activity – biochemical, luminescence, ADME assay, primary screen | P33261 | CYP2C19 Supersomes, luciferin-H EGE luminescence, 30 min | inhibition, % at 5 µM | hit rate 21% among 96,000 | AID 778, 2007;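 active = CYP2C19 inhibition above a set limit at 5 µM in the primary screen, cut at about 50% in these data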;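 note: plate controls were negative control wells for no effect and 2.5 mM tranylcypromine positive control for full effect; values of inactives mirror those of a sister screen read the other way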
Target sequence (P33261 whole entry, looked up): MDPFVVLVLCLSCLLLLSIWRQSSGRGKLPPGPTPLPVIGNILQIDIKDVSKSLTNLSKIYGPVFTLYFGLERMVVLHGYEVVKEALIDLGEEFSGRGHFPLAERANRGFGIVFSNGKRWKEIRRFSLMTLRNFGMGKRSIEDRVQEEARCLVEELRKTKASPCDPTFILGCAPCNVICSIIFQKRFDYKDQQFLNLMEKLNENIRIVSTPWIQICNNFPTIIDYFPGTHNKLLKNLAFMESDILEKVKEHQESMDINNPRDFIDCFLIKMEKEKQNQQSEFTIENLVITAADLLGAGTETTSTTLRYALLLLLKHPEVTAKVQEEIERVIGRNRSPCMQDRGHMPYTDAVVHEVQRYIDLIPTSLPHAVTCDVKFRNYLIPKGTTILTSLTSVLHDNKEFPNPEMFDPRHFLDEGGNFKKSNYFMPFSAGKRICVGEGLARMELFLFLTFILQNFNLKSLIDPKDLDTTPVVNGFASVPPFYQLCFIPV
H69AR growth 86K = proliferation blockers of H69AR lung cancer cells, primary screen, cell-based, human, 86K library; hit rate 6% among 85,000; H69AR lung tumor viability, ATP luminescence, 72 h; hits give low values; viability, % at 10 µM;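 active = viability at or below 40%; inactive = viability above 40%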;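 note: multidrug resistant small cell line overexpressing MRP-1 efflux transporter; 100% = mean luminescence of untreated control wells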
Fibroblast inh = antiproliferative effect on LL 47 fibroblasts – human, LL 47 cells, CellTiter-Glo luminescence, primary screen; LL 47 human lung fibroblast viability, ATP luminescence; hits give low values; viability, % at 10 µM; hit rate 1.1% among 85,000; AID 719, 2007;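 active = viability at or below 50% in the single dose screen; inactive = viability above 50%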;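 note: compound exposure lasted 72 h before the ATP readout; 100% = median luminescence of untreated cell-only wells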
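Material: Human LL 47 lung fibroblast cells | Input: 1,150 cells/well | Buffer or medium: IMEM plus 15% FBS | Compound dosing: 0.1% DMSO in all compound wells | Times: Overnight cell rest, 72 h compound treatment at 37 °C | Signal: CellTiter-Glo luminescence measuring cellular ATP | Measure: % viability versus median cells-only luminescence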
ERa coact inh = ERα–SRC-1 coactivator interaction inhibitors, primary screen, biochemical, TR-FRET, ERα LBD, estradiol-bound; inhibition, % at 25.6 µM; TR-FRET ER-alpha LBD / SRC-1 peptide; hit rate 1.7% among 86,000; Estrogen receptor (Homo sapiens), P03372; in the data active = inhibition above about 50%;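 note: 0% = receptor plus peptide control and 100% = peptide only without receptor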
Target sequence (P03372 whole entry, looked up, the tested form may be a part): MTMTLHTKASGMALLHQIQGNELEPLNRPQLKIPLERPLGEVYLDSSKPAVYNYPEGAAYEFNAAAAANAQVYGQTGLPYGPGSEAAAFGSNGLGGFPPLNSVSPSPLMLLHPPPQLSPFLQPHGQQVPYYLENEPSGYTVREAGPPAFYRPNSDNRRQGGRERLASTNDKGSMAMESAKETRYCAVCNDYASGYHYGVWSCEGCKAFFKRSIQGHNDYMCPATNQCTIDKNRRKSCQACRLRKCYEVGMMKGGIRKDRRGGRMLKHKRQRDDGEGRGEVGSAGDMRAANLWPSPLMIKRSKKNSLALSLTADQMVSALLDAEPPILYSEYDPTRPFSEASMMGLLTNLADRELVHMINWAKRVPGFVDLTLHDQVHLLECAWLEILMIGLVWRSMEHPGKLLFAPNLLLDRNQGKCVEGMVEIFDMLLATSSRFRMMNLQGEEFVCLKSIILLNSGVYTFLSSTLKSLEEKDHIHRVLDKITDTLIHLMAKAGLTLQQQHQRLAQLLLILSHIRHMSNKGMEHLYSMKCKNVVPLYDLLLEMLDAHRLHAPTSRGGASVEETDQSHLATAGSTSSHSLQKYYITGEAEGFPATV
CYP2C19 act = human CYP2C19 activators, primary screen, biochemical, luminescence. AID 1025, 2008. recombinant CYP2C19, luciferin-H EGE luminescence; hits give high values; 0 = fully inhibited enzyme, 1 = untreated enzyme. Cytochrome P450 2C19 (Homo sapiens), P33261. activation factor at 5 µM. 96,000 tested, under 10 active;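 active = activation factor of at least 2 at 5 µM in the primary screen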;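 note: 0 = wells with 2.5 mM tranylcypromine and 1 = vehicle-only wells; values of inactives mirror those of a sister screen read the other way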
ERa coact pot = enhancers of ERα–SRC-1 coactivator binding, primary screen, biochemical, TR-FRET, ERα LBD, low estradiol; hit rate 1.3% among 86,000; coactivator binding (% of control), % at 25.6 µM; AID 639, 2007; TR-FRET ERalpha-LBD/SRC-Cy5 coactivator binding, 2 h; 100 = basal binding, no effect; Estrogen receptor (Homo sapiens), P03372; in the data active = activity above about 200%;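 note: binding measured in presence of low estradiol as agonist stimulus; 0% = peptide alone without receptor and 100% = receptor with peptide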
Mac1 fbg enh = enhancers of CD11b/CD18 adhesion to fibrinogen, primary screen, K562 cells, luminescence | Integrin beta-2 (Homo sapiens) + Integrin alpha-M (Homo sapiens), P05107+P11215 | ATPlite luminescence | activation, % at 10 µM | hit rate 0.07% among 93,000;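 active = 10 µM primary screen giving 50% or more activity, confirmed by 40% or more on retest at that dose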; note: strong numbers were not always called active
Mac1 fbg inh = inhibitors of CD11b/CD18 adhesion to fibrinogen, primary screen, K562 cells, luminescence | hit rate 0.54% among 93,000 | AID 1497, 2009 | ATPlite luminescence; Mn2+ added to activate the integrin | inhibition, % at 10 µM | Integrin beta-2 (Homo sapiens) + Integrin alpha-M (Homo sapiens), P05107+P11215;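 active = primary inhibition of 50% or more at 10 µM, then 40% or more on retest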; note: some results filed as inactive read as strong as hits
* hit, by the source's call; . = not tested or not shown; [ ] = another dose, or the depositor's remark.

1	Cc1cc(C)c2nc(N3CCCC(C(=O)N4CCN(c5ncccn5)CC4)C3)sc2c1 (stereo not drawn)
2	Fc1ccc(-n2c(Cc3ccccc3)nnc2SCc2nc(-c3ccc(Cl)cc3)no2)cc1
3	O=C(NCCc1ccccn1)C1CC(=O)N(Cc2ccccc2Cl)C1 (stereo not drawn)
4	Cc1ccc(S(=O)(=O)CCc2nc3ccccc3n2CCC#N)cc1
5	CCOC(=O)CNC(=O)c1ccccc1
6	O=C(NCc1ccc(F)cc1)c1noc2c1CCCC2
7	CCC(C)(C)NC(=O)CN(C(=O)c1snc(C(N)=O)c1N)c1ccc2c(c1)OCO2
8	CCOC(=O)c1c(C)nc2sccn12

compound no.	1	2	3	4	5	6	7	8
HUVEC inhibit	69	77	88	100	106	96	96	103
CYP2C19 inh	24	80*	68*	51*	-8	18	38	12
H69AR growth 86K	65	91	98	14*	98	105	90	96
Fibroblast inh	100	111	98	113	99	97	100	96
ERa coact inh	5	4	11	-7	-2[fluorescence artefact?]	-9	18	-5
CYP2C19 act	0.8	0.2	0.3	0.5	1.1	0.8	0.6	0.9
ERa coact pot	79	95	122	88	99	118	86	112
Mac1 fbg enh	1	1	-7	3	.	-2	3	0
Mac1 fbg inh	10	-14	-8	-32	.	6	12	-13

One compound at a time, as listed above:
Fc1ccc(-n2c(Cc3ccccc3)nnc2SCc2nc(-c3ccc(Cl)cc3)no2)cc1 is listed as HUVEC inhibit = 77; CYP2C19 inh = 80*; H69AR growth 86K = 91; Fibroblast inh = 111; ERa coact inh = 4; CYP2C19 act = 0.2; ERa coact pot = 95; Mac1 fbg enh = 1; Mac1 fbg inh = -14
O=C(NCCc1ccccn1)C1CC(=O)N(Cc2ccccc2Cl)C1 (stereo not drawn) is listed as HUVEC inhibit = 88; CYP2C19 inh = 68*; H69AR growth 86K = 98; Fibroblast inh = 98; ERa coact inh = 11; CYP2C19 act = 0.3; ERa coact pot = 122; Mac1 fbg enh = -7; Mac1 fbg inh = -8
O=C(NCc1ccc(F)cc1)c1noc2c1CCCC2 is listed as HUVEC inhibit = 96; CYP2C19 inh = 18; H69AR growth 86K = 105; Fibroblast inh = 97; ERa coact inh = -9; CYP2C19 act = 0.8; ERa coact pot = 118; Mac1 fbg enh = -2; Mac1 fbg inh = 6

The list continues:
9	Cc1cc(NC(=O)c2ccc(Cl)cc2)no1
10	O=C(CCN1CCN(c2ccccc2)CC1)Nc1nccs1
11	COc1ccc(Br)cc1CN1CCCCCCC1
12	CCOc1ccc(-c2cc(C(=O)N3CCN(C)CC3)c3ccccc3n2)cc1
13	O=S(=O)(NCc1ccco1)N1CCCCCC1
14	CN1C(=O)C2(OCC(COc3ccc(Cl)cc3)O2)c2ccccc21 (stereo not drawn)
15	COc1ccc(S(=O)(=O)Nc2ccc(N3CCOCC3)cc2)cc1Br
16	Cc1ccc2nc(-c3ccc(N4C(=O)CC(N5CCCC(C)C5)C4=O)cc3)sc2c1 (stereo not drawn)

compound no.	9	10	11	12	13	14	15	16
HUVEC inhibit	92	88	92	90	97	82	.	.
CYP2C19 inh	3	46	.	-4	63*	32	100*	-22
H69AR growth 86K	90	86	60	60	99	77	.	.
Fibroblast inh	101	98	101	96	94	96	.	.
ERa coact inh	-6	-13	-14	7	-10	-20	.	.
CYP2C19 act	1	0.5	.	1	0.4	0.7	0	1.2
ERa coact pot	118	149	108	96	102	105	.	.
Mac1 fbg enh	5	-4	.	-3	2	-3	0	-2
Mac1 fbg inh	-30	10	.	28	-40	16	9	26

17	Cc1cccc(N2CCN(CCNC(=O)c3cc4c(s3)CS(=O)(=O)C4)CC2)c1C
18	Cc1ccc2[nH]c(=O)c(CN(C)C(=O)c3ccccn3)cc2c1
19	Cc1nn(-c2ccccc2)c2sc(C(=O)N3CCCCC3)cc12
20	O=C(CCCCCN1C(=O)c2ccccc2C1=O)Nc1ccc2c(c1)OCCO2
21	Cc1cc(NC(c2cccnc2)c2ccc3cccnc3c2O)no1 (stereo not drawn)
22	CCc1nc(OCC(=O)c2ccccc2)c(C#N)c2c1COC(C)(C)C2
23	CCOc1ccccc1-n1c(SCC(=O)Nc2ccc(CC)cc2)nc2n[nH]c(C)c2c1=N
24	CCC(CC)C(=O)Nc1c2c(nn1-c1ccc(OC)cc1)CS(=O)(=O)C2

compound no.	17	18	19	20	21	22	23	24
HUVEC inhibit	.	83	79	110	57	104	.	91
CYP2C19 inh	48	-10	22	71*	30	47	23	2
H69AR growth 86K	.	86	66	94	31*	71	.	99
Fibroblast inh	.	105	91	120	3.9*	113	.	98
ERa coact inh	.	5[fluorescence artefact?]	-3	8	5	5	.	6
CYP2C19 act	0.5	1.1	0.8	0.3	0.7	0.5	0.8	1
ERa coact pot	.	108	95	83	122[fluorescence artefact?]	87	.	114[fluorescence artefact?]
Mac1 fbg enh	9	-3	-5	0	-3	0	59	4
Mac1 fbg inh	1	-8	9	-1	9	-18	-12	-2

25	CCCCCCCC(=O)Nc1ccc(C(=O)N/N=C/c2cccc([N+](=O)[O-])c2)cc1
26	COc1ccc(C(=O)OCC(=O)c2cc(OC)ccc2OC)c(OC)c1
27	COc1ccccc1CNC(=O)c1ccc(S(=O)(=O)N2CCCC2)cc1
28	CCOC(=O)N1CCC(Nc2c(NCCN3CCN(c4cccc(Cl)c4)CC3)c(=O)c2=O)CC1
29	C=C(C)COc1ccc(-c2n[nH]c(C)c2-c2ccccc2OC)c(O)c1
30	Cc1c(NC(=O)c2c(F)cccc2F)c(=O)n(-c2ccccc2)n1C
31	CS/C(=N\S(=O)(=O)c1cccs1)NC(=O)CSc1nc2ccccc2s1
32	COc1ccccc1CN(Cc1nc2ccccc2c(=O)[nH]1)C(=O)Nc1ccc(C)cc1

compound no.	25	26	27	28	29	30	31	32
HUVEC inhibit	.	103	101	89	24*	105	89	81
CYP2C19 inh	-5	86*	4	2	44	-2	80*	26
H69AR growth 86K	.	92	85	83	40*	104	97	96
Fibroblast inh	.	104	103	100	88	104	102	83
ERa coact inh	.	-25	2	12[fluorescence artefact?]	-8	6	17	-4
CYP2C19 act	1	0.1	1	1	0.6	1	0.2	0.7
ERa coact pot	.	117	100[fluorescence artefact?]	104[fluorescence artefact?]	98[fluorescence artefact?]	91	60	102
Mac1 fbg enh	62	-5	1	-4	-2	-1	-4	-3
Mac1 fbg inh	-7	-1	2	-14	8	-6	50	12

33	COc1ccccc1N1CCN(c2ccc(-c3ccccc3)nn2)CC1
34	O=C(c1cc2sccc2n1Cc1ccccc1)N1CCCc2ccccc21
35	CCOC(=O)c1c(C)[nH]c(C)c1C(=O)CSc1nc(N)cc(=O)[nH]1
36	CCC(CO)N=CC1=C(O)CC(C)(C)CC1=O (stereo not drawn)
37	Cc1ccc(S(=O)(=O)Nc2cc(C)nn2-c2ccccc2)cc1
38	CC(C)(C)C1CC=C2C(C#N)=C(N)C(C#N)(C#N)C(c3cccs3)C2C1 (stereo not drawn)
39	C/C(=N\OC(=O)NC1CCCCC1)c1sc(-c2ccccc2)nc1C
40	O=C(COC(=O)C1=COCCO1)Nc1ccccc1Oc1ccccc1

compound no.	33	34	35	36	37	38	39	40
HUVEC inhibit	40	97	109	94	98	2.1*	.	80
CYP2C19 inh	49	88*	24	-5	4	57*	15	29
H69AR growth 86K	19*	74	91	81	91	65	.	90
Fibroblast inh	50*	90	103	96	112	88	.	98
ERa coact inh	2	-7	-1	4	-7	-1	.	-3
CYP2C19 act	0.5	0.1	0.8	1	1	0.4	0.9	0.7
ERa coact pot	110[fluorescence artefact?]	127	106	96	95	72[fluorescence artefact?]	.	116
Mac1 fbg enh	-6	7	5	5	4	1	-10	8
Mac1 fbg inh	9	32	-8	5	-12	6	-5	-26

41	O=C(Cn1ncc2c1-c1ccccc1OC2)N(Cc1ccco1)C1CCCCC1
42	CC1=C(C(=O)NCCN2CCOCC2)C2(CCC(C)CC2)OC1=O (stereo not drawn)
43	Cc1cccc(OCC(=O)Nc2ccc(S(=O)(=O)N3CCCC3)cc2)c1
44	COc1ccc(C/C(O)=C(\C#N)c2nc3ccccc3s2)cc1
45	Cc1ccc(-c2c3c(=O)n(C)c(=O)n(C)c3cn2Cc2cccnc2)cc1
46	Nn1c(SCC(=O)NC2CCCCC2)nnc1-c1ccccc1
47	COc1ccc2[nH]c(=O)c3c(c2c1)OC(C)(C)C=C3
48	CC(=O)C1=C(O)C(=O)N(c2nccs2)C1c1ccccc1 (stereo not drawn)

compound no.	41	42	43	44	45	46	47	48
HUVEC inhibit	86	85	96	81	96	107	62	97
CYP2C19 inh	19	26	21	-1	31	31	16	14
H69AR growth 86K	88	100	93	67	70	94	49	100
Fibroblast inh	95	94	110	87	96	100	83	97
ERa coact inh	-10	8	3	6	3	-11	-4	6[fluorescence artefact?]
CYP2C19 act	0.8	0.7	0.8	1	0.7	0.7	0.8	0.9
ERa coact pot	110	81	65[fluorescence artefact?]	102	107	114[fluorescence artefact?]	100	106
Mac1 fbg enh	-1	0	-3	-11	2	-2	-2	-2
Mac1 fbg inh	-9	-7	5	104*	5	-10	12	-22

49	Cn1cccc1CC(=O)N/N=C\c1c2ccccc2cc2ccccc12
50	O=C(Nc1ccc(S(=O)(=O)N2CCOCC2)cc1)c1ccco1
51	COc1ccc(Cc2nnc(SCC(=O)Nc3ncc(C)s3)o2)cc1
52	Cc1cc(C(F)(F)F)c2sc(N)nc2n1
53	O=c1c2ccccc2nnn1CSc1nc2sc3c(c2c(=O)n1CC1CCCO1)CCC3 (stereo not drawn)
54	COc1ccccc1CNC(=O)CCn1c(=O)[nH]c2ccsc2c1=O
55	Cc1ccc(Nc2cc(C)nc3nc(C)nn23)cc1
56	CCC(C)(C)n1nnnc1C(c1cccc(C#N)c1)N1CCN(c2cccc(C)c2C)CC1 (stereo not drawn)

compound no.	49	50	51	52	53	54	55	56
HUVEC inhibit	.	87	102	88	106	97	102	98
CYP2C19 inh	52*	3	6	2	56*	.	.	29
H69AR growth 86K	.	84	99	92	55	100	94	93
Fibroblast inh	.	89	97	93	95	98	105	103
ERa coact inh	.	-10	-2	-7	31[fluorescence artefact?]	-5	-3	10
CYP2C19 act	0.5	1	0.9	1	0.4	.	.	0.7
ERa coact pot	.	104	125	108	84	110	118	106
Mac1 fbg enh	9	3	-5	0	34	.	.	-1
Mac1 fbg inh	-4	-45	3	-7	-5	.	.	12

57	O=C1C(=O)N(CCCn2ccnc2)C(c2cccnc2)/C1=C(/O)c1ccc(F)cc1 (stereo not drawn)
58	Cc1cc(C)n(-c2nc3ccccc3nc2N2CCCC2)n1
59	CN(c1ccc(C(=O)Nc2cccnc2)cc1)S(C)(=O)=O
60	O=C(CCCn1c(=O)[nH]c2cc(Cl)ccc2c1=O)N1CCN(c2ccc([N+](=O)[O-])cc2)CC1

compound no.	57	58	59	60
HUVEC inhibit	99	105	97	.
CYP2C19 inh	-2	40	.	-16
H69AR growth 86K	88	80	84	.
Fibroblast inh	99	98	94	.
ERa coact inh	-9	8	-3[fluorescence artefact?]	.
CYP2C19 act	1	0.6	.	1.2
ERa coact pot	124	88	122	.
Mac1 fbg enh	-1	-1	.	-2
Mac1 fbg inh	-11	1	.	1

Screens (PubChem)
